# Source: PubChem
# PLC-beta3 inh = human PLC-beta3 inhibitors, primary screen, biochemical, fluorescence; 1-phosphatidylinositol 4,5-bisphosphate phosphodiesterase beta-3 (Homo sapiens), Q01970; Purified PLC-beta3, fluorogenic substrate; inhibition, % at 12.2 µM; 370,000 compounds, 0.18% hits; in the data active = inhibition above about 11%;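 also: 0% = median of compound wells on plate and 100% = full blocker control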
# ASAP1 inh = inhibitors of human ASAP1 ArfGAP activity, primary screen, biochemical, fluorescence polarization. Arf-GAP with SH3 domain, ANK repeat and PH domain-containing protein 1 (Homo sapiens), …. ASAP1-stimulated ARF1 GTP hydrolysis, GDP FP detection. inhibition, % at 16.5 µM. 360,000 compounds, 0.19% hits; in the data active = inhibition above about 25%;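 also: 0% = vehicle with enzyme and substrate and 100% = no enzyme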
# PLCg1 inh = PLC-gamma1 enzyme inhibitors, primary screen, biochemical, fluorescence, purified enzyme; inhibition, % at 12.2 µM; 370,000 compounds, 0.84% hits; 1-phosphatidylinositol 4,5-bisphosphate phosphodiesterase gamma-1 (Homo sapiens), P19174; fluorogenic substrate; AID 720700, 2013; in the data active = inhibition above about 9.5%
# ARFGAP1 inh = inhibitors of rat ARFGAP1 GAP activity, primary screen, biochemical, fluorescence polarization, GDP tracer; ADP-ribosylation factor GTPase-activating protein 1 (Rattus norvegicus), Q62848; AID 651572, 2012; Arfgap1-stimulated ARF1 GTP hydrolysis, GDP FP detection; inhibition, % at 16.5 µM; 360,000 compounds, 0.26% hits;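 active = inhibition above a per-plate limit, mean inhibition of low control wells plus 3 SD, cut at about 25% in these data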;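 also: 0% = DMSO wells with enzyme and 100% = wells lacking Arfgap1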
# Target sequence (Q62848 1-136 limits assumed): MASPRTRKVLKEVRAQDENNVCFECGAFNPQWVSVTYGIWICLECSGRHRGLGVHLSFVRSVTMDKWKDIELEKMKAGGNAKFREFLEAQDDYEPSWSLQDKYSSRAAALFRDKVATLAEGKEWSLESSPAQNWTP
#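 Assay system: Rat Arfgap1 GAP domain (His6, aa 1-136), purified enzyme | Buffer or medium: HEPES 25 mM pH 7.5, NaCl 150 mM, MgCl2, DTT | Schedule: GTP hydrolysis reaction 2 h at 25 °C | Signal: FP of antibody-bound GDP Alexa 633 tracer, ex 620/em 688 nm | Measure: Percent inhibition of Arfgap1-stimulated GTP hydrolysis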
# NR1D1 modulator = modulators of Rev-erb alpha DNA binding, primary screen, biochemical, FITC-DNA, fluorescence polarization, uHTS | Nuclear receptor subfamily 1 group D member 1 (Homo sapiens), P20393 | Rev-erbα–FITC-DNA binding, 90 min | activity, % at 10 µM | 370,000 compounds, 0.79% hits;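 active = activity above about 14%, limit read from the data; passing the limit was not always enough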;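 also: 0% = DMSO wells with 35 nM protein and 100% = DMSO wells with 750 nM protein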
# Target sequence (P20393 whole entry, looked up): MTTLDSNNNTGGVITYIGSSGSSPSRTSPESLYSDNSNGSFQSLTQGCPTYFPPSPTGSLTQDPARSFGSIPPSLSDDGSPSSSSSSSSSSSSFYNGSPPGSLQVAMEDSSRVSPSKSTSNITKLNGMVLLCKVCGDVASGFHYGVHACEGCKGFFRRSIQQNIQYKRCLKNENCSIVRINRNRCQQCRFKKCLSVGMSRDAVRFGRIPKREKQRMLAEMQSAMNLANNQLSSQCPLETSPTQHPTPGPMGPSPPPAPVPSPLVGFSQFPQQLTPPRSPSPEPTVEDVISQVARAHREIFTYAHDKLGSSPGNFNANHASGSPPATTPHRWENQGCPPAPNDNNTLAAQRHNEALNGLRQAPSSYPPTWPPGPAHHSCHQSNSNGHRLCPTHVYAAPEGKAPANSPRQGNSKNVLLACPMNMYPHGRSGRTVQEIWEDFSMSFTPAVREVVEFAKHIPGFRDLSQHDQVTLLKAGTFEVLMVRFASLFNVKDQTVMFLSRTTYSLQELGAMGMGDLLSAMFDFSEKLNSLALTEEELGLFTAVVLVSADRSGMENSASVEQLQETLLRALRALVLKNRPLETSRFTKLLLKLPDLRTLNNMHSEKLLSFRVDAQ
# HGIII-sPLA2 inh = human group III sPLA2 inhibitors, primary screen, biochemical, QFRET, BODIPY PC-A2 liposome substrate | Group 3 secretory phospholipase A2 (Homo sapiens), Q9NZ20 | QFRET BODIPY PC-A2 liposome hydrolysis, fluorescence | inhibition, % at 12.2 µM | 370,000 compounds, 0.56% hits | AID 743126, 2013;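 active = inhibition above mean plus 3 SD of compounds lying within the high and low control bounds, cut at about 19% in these data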;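 also: 0% = median of test compound wells and 100% = no enzyme DMSO wells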
# UHRF1 MBD2 ctr = UHRF1 methylated DNA binding inhibitors, primary screen, counter-screen for MBD2 inhibitor project, biochemical, TR-FRET, human UHRF1, single concentration. UHRF1 binding to methylated oligo. E3 ubiquitin-protein ligase UHRF1 (Homo sapiens), Q96T88. inhibition, % at 4.4 µM. 370,000 compounds, 0.75% hits; in the data active = inhibition above about 21%;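 also: UHRF1 SRA domain binding a hemimethylated CpG hairpin DNA probe; 0% = median of test compound wells and 100% = reference inhibitor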
# DDE Tn6 FP inh = inhibitors of Tn6 peptide binding to fibrin DD(E), primary screen, biochemical, fluorescence polarization, human fibrin, Tn6 probe; inhibition, % at 8.3 µM; 370,000 compounds, 0.21% hits; Fibrinogen beta chain (Homo sapiens), P02675; AID 720509, 2013; Fibrin DD(E) TRITC-Tn6 fluorescence polarization displacement;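 active = inhibition above a per-campaign cutoff: mean of compounds within control limits plus 3 SD, cut at about 15% in these data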;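 also: 0% = median of all compound wells on the plate and 100% = blocking peptide control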
# KLK7 zymogen act = proKLK7 zymogen activators, primary screen, biochemical, fluorescence intensity | Kallikrein-7 (Homo sapiens), P49862 | purified proKLK7, EDANS-DABCYL substrate fluorescence; 100% is mature enzyme control, 0% vehicle | activation, % at 7 µM | 370,000 compounds, 0.9% hits | AID 652039, 2013;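 active = activation above the mean of all tested compounds plus 3 SD, computed per campaign excluding outliers beyond control limits, cut at about 13% in these data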
# Target sequence (P49862 whole entry, looked up): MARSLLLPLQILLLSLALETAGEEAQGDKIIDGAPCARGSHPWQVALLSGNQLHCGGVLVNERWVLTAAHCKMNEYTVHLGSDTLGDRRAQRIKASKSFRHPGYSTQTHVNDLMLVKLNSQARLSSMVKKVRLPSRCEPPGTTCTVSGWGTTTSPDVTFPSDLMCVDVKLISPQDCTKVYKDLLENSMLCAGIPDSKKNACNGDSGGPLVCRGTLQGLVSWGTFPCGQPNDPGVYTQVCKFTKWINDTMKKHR
# Tn7 DDE FP = inhibitors of Tn7 peptide binding to fibrin DD(E), primary screen, biochemical, fluorescence polarization, human fibrin, Tn7 probe; Fibrinogen beta chain (Homo sapiens), P02675; FP displacement of FITC-Tn7 peptide from fibrin DD(E); 0% = median of compound wells per plate; inhibition, % at 8.3 µM; 370,000 compounds, 0.13% hits; AID 720508, 2013;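 active = inhibition above the mean of compounds falling within the control limits plus 3 SD of them, cut at about 14% in these data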;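 also: 0% = plate median of compound wells and 100% = 10 µM Aha-Tn7 peptide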
#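 Test system – human fibrin DD(E) · Times – 10 min preincubation, 3 h with tracer, room temperature · Detection – fluorescence polarization of the labelled Tn7 tracer · Measure – percent inhibition normalized to high-control wells · Benchmarks – high control wells with 10 µM unlabelled Aha-Tn7 peptide (full inhibition) · Repeats – singlicate testing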
# The depositor's hits bear a star; i = inactive. This is a random part of the collection; about 4.5% have a hit in one of these screens.
# Values run as follows: HGIII-sPLA2 inh	Tn7 DDE FP	PLCg1 inh	UHRF1 MBD2 ctr	NR1D1 modulator	KLK7 zymogen act	ASAP1 inh	ARFGAP1 inh	DDE Tn6 FP inh	PLC-beta3 inh
Cc1ccc(C(=O)NCCc2ccc(S(N)(=O)=O)cc2)cc1[N+](=O)[O-]
→ -1	7	7	2	3	-0.5	-7	-3	7	-2
Cc1nn(C)c(C)c1S(=O)(=O)N1CCCC(C(=O)N2CCN(c3ccc(Cl)cc3)CC2)C1 (configuration not stated)
→ -9	-5	0	-2	3	0.1	13	0	-3	1
Cc1cccc(COc2ccc(S(=O)(=O)N3CCOCC3)cc2[N+](=O)[O-])c1
→ -6	0	0	1	-1	-0.1	-11	5	-4	-4
COc1ccc(NC(C)=O)cc1NC(=O)c1cccc(C(F)(F)F)c1
→ -3	-6	0	-3	0	-0.1	-5	-2	5	-5
O=C(/C=C/c1ccc(Cl)cc1)N(Cc1ccccc1)c1ccccn1
→ -5	-4	0	-1	-4	0.2	0	3	4	3
CCN(C(=O)Cc1c(C(=O)O)n(C)c2ccccc12)c1cc(OC)ccc1OC
→ -1	3	2	-3	10	-0.5	-8	-8	0	0
CN(Cc1ccccc1)S(=O)(=O)c1ccc(Cl)nc1
→ 2	2	0	-2	3	0.1	7	7	5	2
COc1cccc(CN2CCNC(=O)C2CC(=O)NCCc2cccc(C)n2)c1OC (configuration not stated)
→ 1	-4	2	1	3	-0.6	-2	8	-1	-2
CC(Cc1ccccc1)=NNc1ccc([N+](=O)[O-])cc1[N+](=O)[O-]
→ 3	-11	-1	-2	-6	-0.1	2	3	1	0
CSc1ncccc1C(=O)OCC(=O)Nc1ccc2c(c1)CCC2
→ -11	3	0	-3	-10	0.2	4	-1	-1	-6
COc1cccc(C=Nc2cc(C)on2)c1O
→ 10	9	2	0	-5	-1.2	-2	-4	0	1
CCn1c(C)c(C)c2cc(C(=O)N3CCc4ccccc4C3)ccc21
→ -13	-3	-6	-2	2	-0.1	3	-14	6	-19
O=C1c2ccccc2[C@@H]2CC(O)C(O)CCN12 (some centres not stated)
→ 0	7	1	-2	-9	0.3	1	2	5	1
CCOC(=O)c1cc(-c2cccnc2)nn1-c1ccccc1
→ -1	-2	2	-2	1	0.4	-4	-1	3	5
CCN1C(C)=CC(=O)[C@@H](O)[C@H]1c1ccccc1Br
→ 8	-8	-1	0	0	-0.3	5	-2	-3	-1
CCSC1=NCCN1S(=O)(=O)c1ccccc1
→ 18	4	2	8	3	-1.2	0	4	-2	-4
CCCN(Cc1ccccc1)C(=S)Nc1cccc(C)c1C
→ 7	-6	1	0	-5	0.5	-6	15	-2	1
COc1cccc(/C=N/Nc2cc(Cl)nc(C)n2)c1O
→ -7	4	-6	-1	4	-0.1	12	-1	5	-6
Cc1ccc(C(=O)NCC(=O)Nc2ccccc2C(F)(F)F)cc1
→ 2	2	-1	-3	-4	-0.2	7	5	-5	-1
Cc1cccc(NC(=O)C2CCN(S(=O)(=O)c3cccc4nsnc34)CC2)n1
→ -2	-3	-1	3	3	-0.5	-12	-21	-2	-1
CC(=O)Nc1cccc(C(=O)/C=C/c2ccc(N(C)C)cc2)c1
→ -23	-33	i	-11	-3	1.6	9	1	2	i
O=C(c1ccc(S(=O)(=O)c2ccccc2)cc1)N1CCc2ccccc2C1
→ 13	-2	6	5	-3	0.3	10	17	0	1
Ic1ccc(N2CCN(Cc3c[nH]c4ncccc34)CC2)cc1
→ -7	1	2	-3	-12	0.6	-4	5	0	2
COc1ccccc1NC(=O)c1cc(S(=O)(=O)N2CCc3ccccc32)ccc1F
→ 1	-7	0	-1	-1	-0.5	7	-5	0	-7
COc1cc(-c2ccc(NC(=O)c3ccc(C)cc3)c(OC)c2)ccc1NC(=O)c1ccc(C)cc1
→ 0	1	0	4	2	0.3	-1	8	-5	-3
Cc1ncoc1C(=O)N1CCCC(C(=O)c2ccc(Oc3ccccc3)cc2)C1 (configuration not stated)
→ 1	7	0	1	-4	1.3	12	-2	0	1
N#C/C(=C(/O)CCl)c1nc2c(s1)CCc1ccccc1-2
→ -18	6	-40	-2	-2	-4.1	2	7	7	-61
N#Cc1cccnc1N1CCN(C(=O)c2[nH]c(C(F)(F)F)nc2-c2ccccc2)CC1
→ 4	-7	-13	0	-7	1.9	6	12	3	-15
CCN1CCN(C(=O)NC2CC(=O)N(c3ccc(OC)cc3)C2)CC1 (configuration not stated)
→ 9	-4	-1	1	-1	-0.2	3	7	0	-2
CCOc1ccc(NC(=S)N2CCC(c3ccc(C)cc3)C2)cc1 (configuration not stated)
→ 3	0	0	0	8	1.3	-1	2	-3	-6
Cc1ccc(C(=O)Nc2ccn(C)n2)cc1
→ 11	6	-1	3	-6	0.5	24	-2	-4	-9
COc1ccc2[nH]c3c(=O)n(/N=C/[C@H]4C(C)C=C(C)CC4C)c(=O)[nH]c3c2c1 (some centres not stated)
→ 2	3	-301	-7	-1	-6.0	-2	-5	5	-316
O=C(c1ccccn1)N(Cc1ccco1)C1(C(=O)NC2CCCC2)CCCCC1
→ -1	-1	4	0	-2	-0.6	-1	-7	3	1
Cc1cc(C)c(C(=O)N2CCCC(CNC(=O)C3(c4ccc(Cl)cc4)CC3)C2)c(=O)[nH]1 (configuration not stated)
→ 0	2	0	-1	-1	0.1	-2	7	6	1
CC(=O)Nc1ccc(NC(=O)CN(C)S(=O)(=O)c2ccc3ccccc3c2)cc1
→ 0	0	0	2	-2	0.3	-2	7	0	-9
CCCOc1ccc(/C=N\NC(=O)CCc2n[nH]c(=O)[nH]c2=O)cc1OC
→ 7	-5	11*	4	-2	-0.3	6	6	3	13*
COc1cc(CN2CCN(c3cccc(C)c3C)CC2)cc([N+](=O)[O-])c1O
→ -13	-7	1	-2	0	0.1	4	4	5	1
CCC(C(=O)N1CCCC1)n1nc(C)c2c(C)n(-c3ccccc3)nc2c1=O (configuration not stated)
→ -1	2	-2	-2	0	-0.1	3	-13	1	-5
COc1nccc(-c2ccc(F)cc2)c1C#N
→ -3	-9	-4	-1	-3	0.3	-4	3	10	-1
CN(Cc1nc2ccccc2c(=O)[nH]1)C(=O)c1cccc(S(=O)(=O)N2CCCC2)c1
→ 9	2	7	-1	-1	-0.2	9	2	4	-3
Cc1ccc(-c2csc3ncn(-n4c(C)ccc4C)c(=O)c23)o1
→ -6	-8	-14	-1	1	0.3	-3	-10	4	-21
COC(=O)[C@]1(C)N[C@H](CN(C)C(C)=O)[C@@H]2C(=O)N(Cc3ccccc3)C(=O)[C@@H]21
→ 4	1	7	2	-3	-0.4	-9	-6	4	3
CN(c1ccc(C(=O)NC2CCCC2)cc1)S(=O)(=O)c1ccc(Cl)cc1
→ 1	1	3	0	4	0.0	-5	-2	3	-8
CCOC(=O)C1CCN(c2c(Nc3cc(C)cc(C)c3)c(=O)c2=O)CC1
→ 4	0	-1	-2	-3	0.1	3	4	-9	-9
CC(NC(=O)C1CC(=O)N(c2ccc3c(c2)OCCO3)C1)c1ccccc1 (configuration not stated)
→ 2	4	-2	10	-6	-0.2	-2	-6	0	2
O=C(Nc1nc(-c2ccccc2Cl)cs1)c1cccnc1
→ -2	3	2	5	0	0.2	7	-8	-3	1
Cc1ccc(S(=O)(=O)N(C)CCCC(=O)N2CCN(C=O)CC2)cc1
→ -1	4	10*	1	-2	-0.2	0	-7	0	11*
CN1CCc2c(OCC(=O)NC3CCCCC3)cccc2C1=O
→ -1	-1	2	3	-4	-0.9	-7	4	-6	-5
C[N+](C)(C)CCNC(=O)c1cc[n+](Cc2ccccc2)c(/C=N/O)c1
→ 2	8	-6	8	5	3.7	-5	-26	1	-8
Cc1cccc(NC(=S)NNC(=O)c2ccccc2Br)c1
→ 31*	0	0	-7	-5	0.4	7	-6	4	4
CCN(C[C@H]1N[C@@](C)(C(=O)OC)[C@H]2C(=O)N(C)C(=O)[C@@H]12)C(=O)Nc1ccc(F)cc1
→ 3	-2	-1	19	0	-0.4	1	13	0	1
Cc1noc(C)c1C(=O)NNc1cc(Cl)ccc1Cl
→ 0	-7	1	-3	-3	0.4	4	16	-3	-5
NS(=O)(=O)c1ccc(CCNC(=O)Cc2c[nH]c3ccccc23)cc1
→ -4	0	1	1	-7	-0.8	3	1	-6	2

# In the list so far, 6 contain fluorine.
# Values run as follows: HGIII-sPLA2 inh	Tn7 DDE FP	PLCg1 inh	UHRF1 MBD2 ctr	NR1D1 modulator	KLK7 zymogen act	ASAP1 inh	ARFGAP1 inh	DDE Tn6 FP inh	PLC-beta3 inh
COc1ccc(NC(C)=O)cc1NC(=O)c1cccc(C(F)(F)F)c1
→ -3	-6	0	-3	0	-0.1	-5	-2	5	-5
Cc1ccc(C(=O)NCC(=O)Nc2ccccc2C(F)(F)F)cc1
→ 2	2	-1	-3	-4	-0.2	7	5	-5	-1
COc1ccccc1NC(=O)c1cc(S(=O)(=O)N2CCc3ccccc32)ccc1F
→ 1	-7	0	-1	-1	-0.5	7	-5	0	-7
N#Cc1cccnc1N1CCN(C(=O)c2[nH]c(C(F)(F)F)nc2-c2ccccc2)CC1
→ 4	-7	-13	0	-7	1.9	6	12	3	-15
COc1nccc(-c2ccc(F)cc2)c1C#N
→ -3	-9	-4	-1	-3	0.3	-4	3	10	-1
CCN(C[C@H]1N[C@@](C)(C(=O)OC)[C@H]2C(=O)N(C)C(=O)[C@@H]12)C(=O)Nc1ccc(F)cc1
→ 3	-2	-1	19	0	-0.4	1	13	0	1
